Compound activity deposited in PubChem BioAssay by NCI.
Growth percent in the NCI-60 one-dose screen (48 h, 10 µM unless noted): 100 = growth as untreated, 0 = no growth, -100 = all killed.
CCRF-CEM = CCRF-CEM leukemia | 77,000 tested, 7% active
EKVX = EKVX NSCLC. 71,000 tested, 3% active
K-562 = K-562 leukemia; 78,000 tested, 7.4% active; AID 1794777
HOP-62 = HOP-62 NSCLC; 80,000 tested, 3.9% active
HOP-92 = HOP-92 NSCLC cells | 71,000 tested, 6.3% active
RPMI-8226 = RPMI-8226 leukemia cells | 77,000 tested, 7.5% active
SR = SR leukemia cells; AID 1794780; 73,000 tested, 8.7% active
MOLT-4 = MOLT-4 leukemia cells. 80,000 tested, 6.9% active. AID 1794779
The depositor's hits bear a star; x = not tested or not shown; [ ] = dose if it differs, or a comment. The calls were made as follows: active = growth percent below 10; inactive = the rest. Not a hit list. Share with any hit: about 13%.

SMILES | CCRF-CEM | EKVX | K-562 | HOP-62 | HOP-92 | RPMI-8226 | SR | MOLT-4
COc1cc2cc(c1Cl)N(C)C(=O)C[C@H](OC(=O)[C@H](C)N(C)C(=O)CCS)C[C@]1(C)O[C@H]1[C@H](C)[C@@H]1C[C@@](O)(NC(=O)O1)[C@H](OC)/C=C/C=C(\C)C2 | 16 | 39 | 12 | 18 | 4.3* | 24 | 12 | 13
CCc1cc(C(C)(C)C)c(O)c(C(C)(C)C)c1 | 99 | 98 | 103 | 96 | 117 | 109 | 108 | 104
O=C(Nc1ccc(-n2cc(-c3ccncc3)c(-c3ccc(Cl)c(O)c3)n2)cc1)Nc1cc(C(F)(F)F)cc(C(F)(F)F)c1 | 2.1* | 16 | 18 | 14 | x | -26* | -0.9* | 9.3*
CC(C)c1ccc(C(=O)Nc2sc3c(CN(C)C)c(O)ccc3c2C(N)=O)cc1 | -18* | 87 | -41* | 64 | x | -32* | -2.2* | 15
Nc1nc(-c2ccc(Cl)cc2)cc(-c2cn(-c3ccccc3)nc2-c2ccc(OCc3ccccc3)cc2)n1 | 85 | 106 | x | 95 | 91 | 85 | 104 | 95
COc1nc2c(c(=O)[nH]1)C(c1cc3ccc(Cl)cc3[nH]c1=O)C1=C(CC(C)(C)CC1=O)N2 (stereo unspecified) | 110 | 87 | 115 | 84 | 92 | 110 | 83 | x
NC(=O)N1CCCCC1 | 98 | x | 109 | 104 | 100 | 101 | 95 | 105
COc1ccc(-c2cc(C(=O)N=Nc3c(O)n(C)c4ccccc34)no2)cc1 | 110 | 94 | 102 | 102 | x | 119 | 95 | 102
COC(=O)CC1CC1c1ccc2ccccc2c1 (stereo unspecified) | 104 | 97 | 106 | 98 | 97 | 98 | 100 | 114
CNc1ccccc1C(=O)OC | 101 | 100 | 108 | 97 | 99 | 110 | x | 105
FC(F)(F)c1cccc(-c2cn3c(ccc4ccccc43)n2)c1 | 105 | 85 | 86 | 77 | 102 | 94 | 95 | 104
Cc1[nH]nc2c1C(c1ccc(C3NCCc4c3[nH]c3ccccc43)cc1)C(C#N)=C(N)O2 (stereo unspecified) | 108 | x | x | 86 | 81 | 102 | x | x
C=C1CC[C@@H]2[C@]3(C)COC(c4cn[nH]c4-c4cccc(Br)c4)O[C@@H]3CC[C@@]2(C)[C@@H]1C/C=C1/C(=O)OCC1O (stereo partly specified) | -16* | -62* | -2.2* | -58* | x | -6.5* | 13 | 12
CCOC(=O)CCN1C(=O)/C(=C/c2ccc(O)cc2)SC1=S | 26 | 92 | 94 | 98 | x | 79 | 71 | 76
CCCCN1C(=O)/C(=c2\sc3n(c2=O)NC2C(N=3)N(CC)C(=S)N2CC)c2ccccc21 (stereo unspecified) | x | 84 | 86 | 80 | 84 | 60 | 92 | 98
O=C(NNc1cc(N2CCCC2)nc(N2CCCC2)n1)c1ccccc1 | 79 | x | 65 | 98 | 109 | 80 | 75 | 74
Nc1nc(N)c(N=Nc2c(Br)cc(S(N)(=O)=O)cc2Br)c(N)n1 | 88 | x | 51 | 103 | 85 | 106 | 35 | 95
COc1ccc2c(c1)CC[C@@H]1[C@@H]2CC[C@]2(C)c3c(cc(C#N)c4c3sc3ccccc34)C[C@@H]12 | 82 | 103 | 88 | 99 | 62 | 96 | 89 | 92
Fc1ccc(-c2cc3nc(C(Cl)Cl)nc(-c4ccco4)n3n2)cc1 | 85 | -8.7* | 33 | -19* | -15* | -31* | 65 | 60
O=c1[nH]c(-c2ccccc2)ncc1OCc1ccccc1 | 86 | 113 | 123 | 110 | 105 | 100 | 111 | 115
COc1ccc(/C=C2\CCC3C(=O)CCCC3(C)C2=O)cc1 (stereo unspecified) | 100 | x | 83 | 98 | 93 | 89 | 87 | 84
CCOC(=O)/C(=C\c1ccc(Cl)cc1)C(C)=O | 110 | 93 | 95 | x | 95 | 102 | 74 | 97
O=c1ccn(C2CC(O)C(COC(c3ccccc3)(c3ccccc3)c3ccccc3)O2)c(=O)[nH]1 (stereo unspecified) | 46[100 µM] | 53[100 µM] | 79 | 89 | 88 | 96 | 33[100 µM] | 67
O=C(NCc1ccccc1)Nc1cc(Cl)ccc1Cl | 92 | 95 | 89 | 126 | 87 | 99 | 84 | 88
Cc1cc(C)n2ncnc2n1 | x | 109 | 94 | 96 | 124 | 110 | 99 | 95
COc1c(O)cc2c(c1CC=C(C)C)OC(=O)c1c(cc(O)c(CC=C(C)C)c1O)O2 | 32 | 78 | 24 | 6.4* | 55 | x | -21* | 21
CC(C)CCC[C@@H](C)[C@H]1CC[C@H]2[C@@H]3CC[C@H]4C[C@@H](N(C)C)CC[C@]4(C)[C@H]3CC[C@]12C | 99 | 107 | 101 | 92 | 96 | x | 89 | 100
CCCC1(C)COC(c2ccc(OC)cc2)OC1 (stereo unspecified) | 102 | 92 | 112 | 76 | 88 | 100 | 88 | 95
Cc1ccc2oc(=O)cc(CSc3nnc(-c4ccc(F)cc4)o3)c2c1 | 103 | 99 | 100 | 91 | 99 | 100 | 96 | 99
CC1=CC(C)C(C(=O)O)C(C(=O)O)C1 (stereo unspecified) | 91 | 115 | 108 | 91 | 99 | 98 | 101 | 118
FC(F)(F)c1ccn(-c2ccc(C3=NNC(c4ccc[nH]4)C3)cc2)n1 (stereo unspecified) | 59 | 83 | 66 | 85 | 108 | 11 | 66 | 70
CCCN1C(=O)C(c2ccccc2)C(=O)N2C1=C1CCCN1C(=O)c1ccccc12 (stereo unspecified) | 113 | 99 | 112 | 89 | 102 | 105 | 104 | 96
O=S(=O)(NCCCNc1nccc(-n2cnc3ccccc32)n1)c1ccc(C(F)(F)F)cc1 | 71 | 75 | 68 | 87 | 80 | 70 | 75 | 67
CCCCCCOc1ccc(C2(Cl)c3ccccc3N(C)c3ccccc32)cc1 | 89 | 58 | 49 | 82 | 83 | 48 | x | 74
O=Cc1ncc(CO)s1 | 108 | 102 | 99 | 93 | 101 | 109 | 99 | 97
COc1ccc(-c2cc(-c3ccccc3)nc(SCCCC(=O)NO)n2)cc1 | x | -23* | 6.7* | -20* | -13* | x | 12 | 4.8*
C=CCNc1ccccc1 | 94 | 108 | 113 | 87 | 88 | 93 | 97 | 95
Cc1nc2ccccc2n1C(=O)C[C@@H]1NC(=S)NC1=O | 109 | 94 | 107 | 93 | 123 | 111 | x | 100
Oc1ccccc1C=Nc1ccccc1N=Cc1ccccc1O.[Cu+2] | 28 | 67 | 37 | 66 | x | 19 | 66 | 3.3*
CCOC(=O)c1nn(C2CCCCO2)c2ccc(NC(=O)CSc3nnc(N)s3)cc12 (stereo unspecified) | 106 | 104 | 100 | 97 | 131 | 109 | 105 | 98
N#Cc1c(N)nc2c(nnn2-c2ccccc2Cl)c1N | 91 | 63 | x | 82 | 80 | 94 | 87 | 90
O=C(Cc1ccccc1)NNC(=O)N1c2ccccc2C=Cc2ccccc21 | 102 | 86 | 93 | 107 | 97 | 104 | 113 | 111
CCCCCCCCCCCCCCCCCC[N+](C)(C)CC(=O)[O-] | 64 | 85 | 60 | 71 | 54 | 65 | 68 | 48
CCCn1c(CC)nc([N+](=O)[O-])c1Sc1ncn[nH]1 | 81 | x | 91 | 115 | 88 | 93 | 80 | 88
Brc1cccc(-n2ncc3c(Nc4ccc(OCc5ccccc5)cc4)ncnc32)c1 | 113 | 102 | 116 | 87 | 87 | 114 | 115 | 105
c1cc[n+](Cc2c3ccccc3cc3c2ccc2ccccc23)cc1 | 55 | 58 | 16 | 24 | 25 | 18 | 21 | 26
O=C(CNc1ccccc1)Cn1cc(COc2ccc(C=Nc3cnc4ccccc4c3)cc2)nn1 | 101 | 105 | 101 | 101 | 110 | 106 | 100 | 111
CCOC(=O)CC1CSC(N/N=C/c2ccc(F)c(F)c2)=N1 (stereo unspecified) | 97 | 103 | 107 | 91 | 90 | 103 | 88 | 101

Molecules shown so far that have a thiophene ring, fused or not, in the order listed:
SMILES | CCRF-CEM | EKVX | K-562 | HOP-62 | HOP-92 | RPMI-8226 | SR | MOLT-4
CC(C)c1ccc(C(=O)Nc2sc3c(CN(C)C)c(O)ccc3c2C(N)=O)cc1 | -18* | 87 | -41* | 64 | x | -32* | -2.2* | 15
COc1ccc2c(c1)CC[C@@H]1[C@@H]2CC[C@]2(C)c3c(cc(C#N)c4c3sc3ccccc34)C[C@@H]12 | 82 | 103 | 88 | 99 | 62 | 96 | 89 | 92

Following part:
SMILES | CCRF-CEM | EKVX | K-562 | HOP-62 | HOP-92 | RPMI-8226 | SR | MOLT-4
Cc1ccc(NC(=O)Nc2ccc(F)c(C(=O)c3c[nH]c4ncccc34)c2F)cc1 | 96 | 106 | 82 | 85 | 91 | x | 96 | 99
COc1cc(-c2nc(SCCC(C)C)nc(NNC(=O)c3ccncc3)c2C#N)cc(OC)c1OC | 96 | 55 | 75 | 64 | 33 | 100 | 105 | 69
O=C1CCC(OC(c2ccc(Cl)cc2)c2ccc(Cl)cc2)N1 (stereo unspecified) | 85 | 107 | 87 | 111 | 111 | 92 | 98 | 85
CC(C)N(C)C(=O)CSc1ccc(Cl)cc1 | 101 | 87 | x | 109 | 89 | 98 | 99 | 101
Cn1c2c(Cl)c(Cl)ccc2c2ccn3c(=O)c4ccccc4nc3c21 | 81 | 81 | 109 | 68 | 93 | 99 | 76 | 95
COc1ccc2c(c1)c(-c1noc(C(=O)c3cn(C)c4ncccc34)n1)cn2C | 107 | 85 | 92 | 92 | 81 | 95 | 101 | 102
OC(C[n+]1ccccc1)c1ccccc1 (stereo unspecified) | 126 | 106 | 114 | 94 | 79 | 104 | 91 | 109
O=S1(=O)CCN(CCCCc2ccccc2)CC1 | 94 | x | 113 | x | 75 | 92 | 93 | 118
CSc1nn(-c2ccccc2)c2ncnc(Nc3ccc(Cl)cc3)c12 | 100 | x | 87 | 84 | x | 94 | 84 | 89
O=C1CCC(N2CCSC2=S)N1 (stereo unspecified) | 102 | 107 | 93 | 99 | 123 | 111 | 95 | 98
ClNc1nc(NCl)nc(NCl)n1 | 98 | x | 103 | 111 | 98 | 99 | x | 109
CN1CCSC1=S | 97 | x | 91 | 98 | x | 103 | 85 | 85

Record cards (already shown). Screens in order: CCRF-CEM | EKVX | K-562 | HOP-62 | HOP-92 | RPMI-8226 | SR | MOLT-4
`O=c1ccn(C2CC(O)C(COC(c3ccccc3)(c3ccccc3)c3ccccc3)O2)c(=O)[nH]1` (stereo unspecified) across the screens: 46[100 µM] | 53[100 µM] | 79 | 89 | 88 | 96 | 33[100 µM] | 67
`Cc1cc(C)n2ncnc2n1` across the screens: x | 109 | 94 | 96 | 124 | 110 | 99 | 95

Additional entries:
SMILES | CCRF-CEM | EKVX | K-562 | HOP-62 | HOP-92 | RPMI-8226 | SR | MOLT-4
CCC(=O)Nc1ccc(-c2nc(-c3cccc(O)c3)c(-c3ccnc(Br)c3)[nH]2)cc1 | 22 | 88 | 33 | 75 | 58 | x | 38 | 40
Cn1ccc2c(c1=O)C(=O)c1nccc3c1c-2nc1ccccc13 | -13* | 87 | -47* | -87* | 63 | -29* | x | 35
C=CCOc1ccnc(-c2ccccc2)n1 | 106 | 92 | 94 | 104 | x | 116 | 138 | 140
CCOC(=O)C1C(=O)C=C(c2cnccn2)CC1c1ccc(OC)c(OC)c1 (stereo unspecified) | 82 | 101 | 81 | 88 | 58 | 90 | 90 | 73
COc1ccc(C2=NN3C(C2)c2ccccc2OC3c2ccc(/C=C3\SC(=S)N(C)C3=O)cc2)cc1 (stereo unspecified) | 94 | 94 | 93 | 97 | 106 | 94 | 91 | 94
Cc1ccc(S(=O)(=O)Nc2ccccc2N=Cc2ccc([N+](=O)[O-])cc2[N+](=O)[O-])cc1 | 73 | 97 | 53 | 126 | 128 | 95 | 71 | 82
N[C@@H]1CCC[C@H]1NCCCCN1C(=O)c2cccc3cccc(c23)C1=O | 98 | 86 | 60 | 82 | 48 | 78 | 18 | 31
CCCCC1(C)NC(=O)NC1=O (stereo unspecified) | 123 | 99 | 97 | 99 | 93 | 110 | 88 | 96
COc1cc(-c2c[nH]cc2-c2ccccc2)c(OC)c2c1OCO2 | 103 | 88 | 91 | 99 | 84 | 87 | x | 91
C=CCn1cc(-c2nc3ccccc3s2)c2cc(-c3ccc4c5c(cccc35)C(=O)N(CCN3CCNCC3)C4=O)ccc21 | 30 | 88 | -52* | 83 | 72 | 47 | 4.3* | 93
COC1OC(C(COC(C)=O)OC(C)=O)C(OC(C)=O)C(OC(C)=O)C1OC(C)=O (stereo unspecified) | 104 | x | 119 | 99 | 128 | 99 | 87 | 93
CC(C)C(=O)Oc1ccc(/C=C/c2cc(OC(=O)C(C)C)cc(OC(=O)C(C)C)c2)cc1 | 81 | 88 | 82 | 107 | 83 | 75 | 99 | 85

Shown with each value named: 3 of the compounds above
> CCC(=O)Nc1ccc(-c2nc(-c3cccc(O)c3)c(-c3ccnc(Br)c3)[nH]2)cc1
  CCRF-CEM: 22
  EKVX: 88
  K-562: 33
  HOP-62: 75
  HOP-92: 58
  RPMI-8226: x
  SR: 38
  MOLT-4: 40
> N[C@@H]1CCC[C@H]1NCCCCN1C(=O)c2cccc3cccc(c23)C1=O
  CCRF-CEM: 98
  EKVX: 86
  K-562: 60
  HOP-62: 82
  HOP-92: 48
  RPMI-8226: 78
  SR: 18
  MOLT-4: 31
> C=CCOc1ccnc(-c2ccccc2)n1
  CCRF-CEM: 106
  EKVX: 92
  K-562: 94
  HOP-62: 104
  HOP-92: x
  RPMI-8226: 116
  SR: 138
  MOLT-4: 140

Additional entries:
SMILES | CCRF-CEM | EKVX | K-562 | HOP-62 | HOP-92 | RPMI-8226 | SR | MOLT-4
COc1ccc(-c2nnc(SCC(=O)Nc3ccc(C(=O)/C=C/c4ccc(Cl)cc4)cc3)n2-c2ccccc2)cc1OC | x | x | 95[100 µM] | 42[100 µM] | x | 93[100 µM] | 81[100 µM] | 93[100 µM]
CC1=CC(=O)OC(C)(C)O1 | 107 | x | 117 | 102 | 99 | 101 | 98 | 97
O=S(=O)(OCCN(CCOS(=O)(=O)c1ccccc1)S(=O)(=O)c1ccccc1)c1ccccc1 | 88 | 102 | 90 | 102 | 89 | 80 | 75 | 75
CN(C)c1ccc(C2CC(c3ccccc3)=NN2Cn2nnc3ccccc32)cc1 (stereo unspecified) | 107 | 80 | 116 | 108 | 81 | x | x | 123
